Assay outcomes from PubChem BioAssay.
V-ATPase pHluor – regulators of yeast V-ATPase proton pumping, primary screen, pHLuorin cytosolic pH fluorescence; hit rate 0.37% among 350,000; S. cerevisiae; response, % at 10 µM; in the data active = response mostly above about 7.3%, no sharp cut-off; inactive = mostly below about 5.4%; also: actives read high; inactives centre near 0; some compounds called inactive have numbers as strong as hits; reference of the scale not given here
* hit, by the source's call. This is a subset; rates above refer to the full screens.

Start of the data: the first 2 compounds, to show the layout:
Compound | V-ATPase pHluor
CC(C)C(C)N(Cc1cccc(C(=O)O)c1)C(=O)c1ccc2ccccc2n1 (configuration not stated) | -4.4
COC(=O)C[C@H]1C[C@H]2c3cc(NC(=O)NC4CCCC4)ccc3O[C@H]2[C@@H](CO)O1 | -0.9

All compounds of this part (from the top)
Compound | V-ATPase pHluor
CC(C)C(C)N(Cc1cccc(C(=O)O)c1)C(=O)c1ccc2ccccc2n1 (configuration not stated) | -4.4
COC(=O)C[C@H]1C[C@H]2c3cc(NC(=O)NC4CCCC4)ccc3O[C@H]2[C@@H](CO)O1 | -0.9
Cn1c(N)c(C(=O)N2CCN(c3ccccc3)CC2)c(=O)n(C)c1=O | 2.2
CCN1CCN(c2cc(C(C)C)nc3c(-c4ccccc4)c(C)nn23)CC1 | -2.4
COc1cccc(COC(=O)C(Cc2ccccc2)NC(=O)c2ccco2)c1 (configuration not stated) | -1.5
COCC1CCN(C(=O)c2ccc3oc(CCc4ccccc4)nc3c2)C1 (configuration not stated) | -1.5
Cc1ccc(-c2nn(-c3ccccc3)cc2C(=O)Nc2cccc(S(=O)(=O)NC3=NCCC3)c2)cc1 | 5.6
CC(=O)Nc1ccc(NC(=O)C(=O)N/N=C/c2cccnc2)cc1 | -5.9
COc1ccc([C@H]2C[C@@H](n3cc(COC(=O)c4ccccc4)nn3)[C@H](O)CN2Cc2cccs2)cc1 | -1.1
COc1ccc2c(=O)c3c(=O)n(Cc4ccccc4)c(C(C)C)nc3oc2c1 | 2.1
O=C(NNC(=O)c1cc(C(F)(F)F)cc(C(F)(F)F)c1)c1ccc(Cl)cc1 | -1.2
CCCCN1C(=O)C(CC(=O)NC2CCCC2)CC(C(=O)N(CC)CC)=C1C (configuration not stated) | 2.5
Cc1ccc(Cl)c(NC(=O)CN2C(=O)C(C)N(c3ccc(F)cc3)C2=O)c1Cl (configuration not stated) | 1.2
CSc1ccccc1C(=O)OCC(=O)NC1CC1 | 1.3
NC(=O)CCC(C(=O)O)N1C(=O)C2C3CCC(C3)C2C1=O (configuration not stated) | -2.0
O=S(=O)(Nc1ccc(O)c2ccccc12)c1ccc(OC(F)(F)F)cc1 | 0.0
CC(C)CSCC1OC(n2cnc3c(N)nccc32)C(O)C1O (configuration not stated) | -0.6
Cc1ccc(C(=O)CCC(=O)OCC(=O)Nc2cc(S(=O)(=O)N(C)C)ccc2C)cc1 | 0.2
COc1nc(=O)n(C2C=CC(=O)O2)cc1F (configuration not stated) | 2.5
COc1cccc(S(=O)(=O)N(C)C[C@H]2OCc3cnnn3CCCC(=O)N([C@@H](C)CO)C[C@H]2C)c1 | 2.9
Cc1c(S(=O)(=O)c2ccccn2)c(N)n(Cc2ccccc2)c1C | -3.6
O=C(Nc1c(Cl)ccc2nsnc12)c1ccc(Br)o1 | 2.6
COc1ccc(NC(=O)N(C)C[C@H]2OCCCC[C@@H](C)Oc3ccc(N(C)C)cc3C(=O)N([C@H](C)CO)C[C@@H]2C)cc1 | -0.3
C[C@@H]1CCCCO[C@@H](CN(C)Cc2ccc(Cl)c(Cl)c2)[C@@H](C)CN([C@H](C)CO)C(=O)c2cc(NC(=O)CCC(F)(F)F)ccc2O1 | 4.2
CC1(C)CC2CC(C)(CN2/C=N/c2sc3c(c2C#N)CC(C)(C)NC3(C)C)C1 (configuration not stated) | -1.3
Cc1ccc(CNC(=O)c2ccc(S(=O)(=O)N3CCCCCC3)cc2)cc1 | 2.0
C[C@H](CO)N1C[C@H](C)[C@@H](CN(C)S(=O)(=O)c2ccc(Cl)cc2)OCc2cnnn2CCCC1=O | 0.2
N#CC(c1ccc(N)cc1)C(CC(=O)c1ccccc1)c1ccccc1 (configuration not stated) | -1.9
O=C(Cc1cccs1)N/N=C/C=C/c1ccccc1[N+](=O)[O-] | -0.4
O=[N+]([O-])c1ccc(-c2cnc[nH]2)cc1 | -1.2
COCCCNC(=O)c1c(N)n(-c2ccccc2)c2nc3ccccc3nc12 | 0.8
COCCCN1C(=O)C(CC(=O)NCCCCc2ccccc2)CC(C(=O)N2CCOCC2)=C1C (configuration not stated) | 3.0
S=c1[nH]nc(COc2ccccc2)n1/N=C/C=C/c1ccco1 | 3.9
CCc1ccnc(NS(=O)(=O)c2ccc3c(c2)OCCO3)c1 | 0.6
CN(C)c1ccc(C=O)c(Oc2ccccc2)c1 | -3.1
CCOc1cc(/C=N/NC(=O)N/N=C/c2ccc(O)c(OCC)c2)ccc1O | -1.0
NC(CSC1(c2ccc(F)cc2)c2ccccc2-c2ccccc21)C(=O)O (configuration not stated) | 4.2
CCN1C(=O)[C@H]2[C@@H](c3ccc(OC)cc3)N[C@]3(CCCN(CC4CCCCC4)C3=O)[C@H]2C1=O | -1.6
C[C@H](CO)N1C[C@H](C)[C@@H](CN(C)C(=O)Nc2ccccc2F)Oc2cc(Br)ccc2S1(=O)=O | -0.3
COc1cc(NS(=O)(=O)c2ccc(NC(=S)NC(C)=O)cc2)nc(OC)n1 | 1.4
Cc1c(-c2ccc(/C=N/NC(=O)C(=O)Nc3ccccc3F)o2)cccc1[N+](=O)[O-] | -3.5
O=C(COC(=O)c1c(F)cccc1F)Nc1cccc(S(=O)(=O)N2CCCCC2)c1 | 0.4
Cc1ccc(S(=O)(=O)NNC(=O)c2cc([N+](=O)[O-])c(C)c([N+](=O)[O-])c2)cc1 | -0.6
Cc1cc2c(cc1C)/C(=N/NC(=O)c1ccccn1)CCC2 | -2.9
CN(CC(=O)NCc1cccs1)CC(=O)Nc1ccccc1Cl | 0.2
Cc1ccc(N2CCC3CC2c2cc(-c4ccc(C(F)(F)F)cc4)ccc23)cc1 (configuration not stated) | -0.9
Cc1nn(-c2ccccc2)c(N)c1N=O | 0.1
O=C(O)CNc1nc(NCc2ccc(Cl)cc2)ccc1[N+](=O)[O-] | -0.2
CC(NC(=O)CCC(=O)Nc1ccccc1O)c1ccccc1 (configuration not stated) | -4.2
CC1=C(C(=O)N(C)C)CC(CC(=O)NC2CCCCC2)C(=O)N1CCC1=CCCCC1 (configuration not stated) | 1.9
CC(=O)N1CCN(S(=O)(=O)c2cccc(C(=O)NC3CCCC(C)C3C)c2)CC1 (configuration not stated) | 3.5
Cc1ccc(S(=O)(=O)NN=C2CCc3ccccc32)cc1 | 0.4
Cc1ccc(S(=O)(=O)Nc2cc(-c3ccc(Cl)cc3)nn2C)cc1 | -0.5
O=C(C[C@@H]1C[C@H]2c3cc(NC(=O)NC4CCCCC4)ccc3O[C@H]2[C@H](CO)O1)NC1CCCCC1 | -0.3
Cc1ccc2c(c1)nnc1nnc(SCC(=O)O)n12 | 0.1
CC(C)CC#Cc1ccc2c(c1)O[C@H](CN(C)C(=O)Nc1ccccc1)[C@@H](C)CN([C@H](C)CO)S2(=O)=O | 0.9
COC(=O)[C@H]1C[C@H](OC(=O)NCC2CCCCC2)[C@@]2(O)CN(S(=O)(=O)c3ccc(C)cc3)CC2[C@H]1C(=O)OC (some centres not stated) | -2.4
O=[N+]([O-])c1c(NCc2ccco2)ccc2nonc12 | 2.8
COc1cccc(CN2CC(C(=O)NCCc3nccs3)CCC2=O)c1 (configuration not stated) | 3.7
Cc1ccc(S(=O)(=O)Nc2ccccc2C=NNC(=O)c2ccncc2)cc1 | -2.4

Three entries from above, with each value named.
> COCCCNC(=O)c1c(N)n(-c2ccccc2)c2nc3ccccc3nc12
  V-ATPase pHluor = 0.8
> COCCCN1C(=O)C(CC(=O)NCCCCc2ccccc2)CC(C(=O)N2CCOCC2)=C1C (configuration not stated)
  V-ATPase pHluor = 3.0
> S=c1[nH]nc(COc2ccccc2)n1/N=C/C=C/c1ccco1
  V-ATPase pHluor = 3.9

Next records
Compound | V-ATPase pHluor
CC(C)(C)C(=O)Nc1c(Br)c(C2CC2)nn1-c1ccccc1 | 0.1
COc1ccccc1C(=O)N1CCN(c2nc3cc(C)cc(C)c3cc2C#N)CC1 | -1.7
CC1=C(C(=O)N2CCOCC2)CC(CC(=O)NC2CCCCC2)C(=O)N1CCCN1CCCC1=O (configuration not stated) | 0.1
COc1ccc(S(=O)(=O)N(C)C[C@H]2OCc3cnnn3CCCC(=O)N([C@@H](C)CO)C[C@H]2C)cc1 | -3.0
CC1=NCC(C)c2ccccc21 (configuration not stated) | -1.3
Cc1cccc(NC(=O)COC(=O)CN2C(=O)c3ccccc3C2=O)c1 | -2.4
C[C@H]1CN([C@@H](C)CO)C(=O)CCCn2cc(nn2)CO[C@@H]1CN(C)C(=O)c1cc(-c2ccccc2)on1 | -1.9
C=CCn1c(SCC(=O)Nc2c(C)n(C)n(-c3ccccc3)c2=O)nnc1-c1ccncc1 | -0.7
COCCn1c(C)cc(C(=O)CN2C(=O)C(=O)N(CCC3=CCCCC3)C2=O)c1C | 0.4
CSc1ncnc2c1ncn2CCCN1CCN(C(=O)C2CC2)CC1 | -0.9
Cc1ccc2ccccc2c1NC(=O)CNCc1ccccc1 | -1.2
CCOC(=O)C1(COCc2ccccc2)CCCCC1=O (configuration not stated) | 0.7
C[C@@H]1Cn2cnc(C(=O)NCC(=O)OC(C)(C)C)c2C(=O)N1 | -1.0
CC1=C(C(=O)Nc2ccc(C(=O)NCCCN3CCCCC3C)cc2)SCCO1 (configuration not stated) | 2.9
COc1cccc(CN(CCC(=O)O)Cc2cccc(OC)c2)c1 | 0.0
COC1OCC(O)C(NC(=O)N(C)N=O)C1O (configuration not stated) | 5.8
C[C@H](CO)N1C[C@H](C)[C@@H](CN(C)Cc2cccc(O)c2)OCc2cnnn2CCCC1=O | -1.1
C=CCn1c(SCC(=O)Nc2cc(C)on2)nnc1-c1ccncc1 | -1.4
O=S(=O)(c1cc(Br)c(Cl)s1)N1CCCC1 | -3.0
CC(=O)NCCc1ccc(C(=O)COC(=O)c2cccs2)cc1 | 0.5
Cn1nc(C(F)(F)F)cc1-c1ccc(/C=C(\C#N)C(=O)c2cccc(C(F)(F)F)c2)s1 | -19.6
C[C@H](CO)N1C[C@H](C)[C@@H](CN(C)S(=O)(=O)c2ccc(F)cc2)OCc2cn(nn2)CCCC1=O | -2.0
CC(C)(C)OC(=O)N1CCC(NC(=O)c2[nH]cnc2C(=O)Nc2ccccc2F)CC1 | -0.9
Cc1ccc(C(=O)N/C(=C/c2ccc(C(C)C)cc2)C(=O)NCCCN2CCOCC2)cc1 | 3.7
Cc1cc(NC(=O)c2ccc(OCC3CCCO3)cc2)ccc1Br (configuration not stated) | -2.0
COc1ccc2[nH]c(C(=O)Nc3cccc(C)n3)cc2c1 | -5.6
CN(C)CCN(C(=O)C1CCCCC1)c1nc2cc3c(cc2s1)OCCO3 | -4.6
Cc1ccc(C(=O)Nc2nn(C)c3cccc(F)c23)cc1 | -0.1
CCN(CC)CCN=c1c(C)nc(C#N)c(N)n1O | 1.5
COCCn1c(=S)[nH]c2cc(C(=O)NC3CCCCC3C)ccc2c1=O (configuration not stated) | 0.1

Later entries.
SMILES | V-ATPase pHluor
NC(=O)c1ccc(NS(=O)(=O)c2ccc(S(=O)(=O)N3CCCC3)cc2)cc1 | -3.3
Cc1ccc(NC(=O)CN2CCN(C(=O)C3CC3)CC2)c(F)c1 | -3.1
COc1ccc(C(=O)NCC(=O)OCC(=O)c2ccccc2Br)cc1OC | -1.4
O=C(Nc1ccc2c3c(cccc13)CC2)c1ccccc1 | 0.4
C[C@@H]1CCCCO[C@H](CN(C)C(=O)Nc2ccccc2)[C@@H](C)CN([C@H](C)CO)C(=O)c2cc(NS(=O)(=O)c3cn(C)cn3)ccc2O1 | -0.3
O=C(NCc1ccccc1)C1CNCC(C(=O)NCc2ccccc2)C1 (configuration not stated) | 0.7
Cc1cccc(C)c1NC(=O)CN1CCN(C(=O)CNC(=O)c2ccc(-c3ccccc3)cc2)CC1 | -1.7
Cc1cc(/C=N/NC(=O)c2ccoc2C)cc(C)c1O | 0.3
CNC(=O)C[C@@H]1C(=O)N(C2CCCCC2)CC1(C)C | 0.2
O=C(Nc1ccc(Cl)cc1)Nc1csc([N+](=O)[O-])c1 | 1.1
C/C=C/c1ccc2c(c1)O[C@H](CN(C)CC1CCOCC1)[C@@H](C)CN([C@H](C)CO)S2(=O)=O | -2.0
CCc1ccc(OCC(=O)O/N=C(\N)c2ccccn2)cc1 | -1.5
CC(CNC(=O)c1ccccc1Cl)NC(=O)c1ccccc1Cl (configuration not stated) | 3.0
CCOc1ccccc1C(=O)Nc1nnc(SCC(=O)N2CCCC2)s1 | 0.6
O=C(/C=C/c1ccccc1Cl)OCC(=O)N1CCc2ccccc21 | 1.4
C[C@@H]1CCCCO[C@H](CN(C)Cc2ccc(C(F)(F)F)cc2)[C@H](C)CN([C@@H](C)CO)C(=O)c2cc(NC(=O)Cc3ccccc3)ccc2O1 | -1.9
COC(=O)C1(C(C[N+](=O)[O-])c2ccc(C)cc2)C(=O)NCC1c1ccco1 (configuration not stated) | 3.0
CN(C(=O)NC1CCCCC1)[C@H]1C[C@H]2c3[nH]c4ccccc4c3CCN2C(=O)[C@H]1CO | -0.1
COCOCCn1cc(CN2CCS(=O)(=O)N(Cc3ccc(-c4ccc(Cl)cc4)cc3)C(C(C)C)C2=O)nn1 (configuration not stated) | 0.9
Cc1cccc(N(CC(=O)N2CCCC2)S(C)(=O)=O)c1C | -1.9
COc1ccc(OCC(=O)N2CCN(S(=O)(=O)c3ccc4c(c3)OCCO4)CC2)cc1 | 0.4
Cn1ccnc1C(=O)Cc1ccc([N+](=O)[O-])cc1 | -0.3
Cc1cc(OC(C)C(=O)NC2CC(C)(C)NC(C)(C)C2)c2c(C)c(C)c(=O)oc2c1 (configuration not stated) | -0.6
OCc1cccc[n+]1CCc1ccccc1 | -0.1
C[C@H](CO)N1C[C@H](C)[C@H](CN(C)S(=O)(=O)c2ccc(Cl)cc2)OCc2ccccc2-c2c(n(C)c3ccccc23)C1=O | -1.5
COCCOC(=O)C1=C(C)NC(=O)NC1c1ccco1 (configuration not stated) | -1.9
C[C@@H]1CN([C@@H](C)CO)C(=O)CCCn2nncc2CO[C@H]1CN(C)Cc1ccncc1 | -2.0
COC(=O)c1ccc(CSc2ccccc2NC(=S)Nc2cccc(C(F)(F)F)c2)o1 | 1.1
CC(=O)NCCCC(=O)NNC1CC(=O)N(c2cccc(Cl)c2)C1=O (configuration not stated) | 3.3
